# MBNL1-CUG inh: qHTS Assay for Inhibitors of MBNL1-poly(CUG) RNA binding | TR-FRET MBNL1-His/biotin-(CUG)12 binding, 665/545 ratio | Potency, µM (titrated, usually from 57.5 µM), for the others: at the top dose activity change, negative = inhibition, most hits filed as inhibitors | 280,000 tested, 0.036% active; active means well fitted inhibition curve with a large enough effect in the signal ratio, with a control signal flat, not every such curve was filed as active; inconclusive means small, poorly fitted or top-dose-only effect, or effect the other way, or a change in a side signal; inactive means no such curve, though single readings can be large or run the other way; the % refers to the signal ratio; further: potency means the concentration at half of the fitted maximal effect; on the % scale 0 is the no-effect control and ±100 the full control effect
# Target sequence (Q9NR56 whole entry, looked up): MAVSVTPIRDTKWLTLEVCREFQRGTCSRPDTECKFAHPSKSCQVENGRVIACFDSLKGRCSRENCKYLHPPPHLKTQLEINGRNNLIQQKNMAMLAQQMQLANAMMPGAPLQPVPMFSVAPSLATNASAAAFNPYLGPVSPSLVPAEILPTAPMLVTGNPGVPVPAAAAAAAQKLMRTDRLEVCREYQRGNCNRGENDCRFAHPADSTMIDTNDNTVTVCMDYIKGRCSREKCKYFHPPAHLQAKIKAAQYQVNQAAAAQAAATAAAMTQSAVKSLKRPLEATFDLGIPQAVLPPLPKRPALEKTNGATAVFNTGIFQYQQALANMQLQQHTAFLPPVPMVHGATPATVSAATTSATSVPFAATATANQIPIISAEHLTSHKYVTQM
#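 Inhibition of protein-RNA binding appears as loss of TR-FRET between terbium anti-His antibody on MBNL1-His and streptavidin-XL665 on biotin-(CUG)12. Activity is normalized to buffer-only and uninhibited-complex controls.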
# KCNH2 3.1 block: qHTS for Inhibitors of KCHN2 3.1: Mutant qHTS. AID 720553, 2013. U2OS KCNH2 3.1, thallium flux FluxOr; hits give low values. activity change, % (tested at about 1.8 µM). 340,000 tested, 0.95% active;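 active means maximum activity change below -70%; inconclusive means maximum activity change from -70% to -50%; inactive means maximum activity change above -50%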;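 further: thallium influx rate constant from kinetic fluorescence after stimulation buffer; on the % scale 0 is the no-effect control and ±100 the full control effect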
#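 Virally transduced U2OS (3.1 isoform, 4 h infection in dark at RT) → overnight 37 C → FluxOr + Red40 in HBSS/HEPES, 45 min → stimulation buffer, 2 min kinetic read → rate constant vs DMSO controls.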
# RORg inh: qHTS for inhibitors of ROR gamma transcriptional activity | Drosophila S2 Gal4-RORgamma UAS-luciferase reporter, 20 h | AID 2551, 2010 | Potency, µM (highest dose often 53.6 µM), without a hit: at the top dose activity change, negative = inhibition, most hits filed as inhibitors | 310,000 tested, 5.4% active; further: potency means the concentration at half of the fitted maximal effect; on the % scale 0 is the no-effect control and ±100 the full control effect; nearly all actives have a fitted effect of over 60% in size
# Target sequence (P51450 whole entry, looked up, the tested form may be a part): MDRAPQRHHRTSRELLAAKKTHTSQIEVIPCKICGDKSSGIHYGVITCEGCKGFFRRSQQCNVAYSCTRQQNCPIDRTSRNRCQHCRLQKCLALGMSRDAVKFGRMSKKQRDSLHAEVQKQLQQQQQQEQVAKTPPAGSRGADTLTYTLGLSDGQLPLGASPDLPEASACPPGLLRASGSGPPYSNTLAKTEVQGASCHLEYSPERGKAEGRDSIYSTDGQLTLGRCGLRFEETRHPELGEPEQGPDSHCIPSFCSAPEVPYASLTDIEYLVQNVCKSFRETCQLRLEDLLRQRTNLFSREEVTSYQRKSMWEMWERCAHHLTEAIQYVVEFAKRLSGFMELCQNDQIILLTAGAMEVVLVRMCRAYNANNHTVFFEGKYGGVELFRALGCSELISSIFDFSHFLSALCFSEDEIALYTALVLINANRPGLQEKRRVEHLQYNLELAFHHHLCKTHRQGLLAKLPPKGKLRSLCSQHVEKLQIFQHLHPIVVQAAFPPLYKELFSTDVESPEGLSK
#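 Drosophila Schneider cells stably carrying a metallothionein-driven Gal4 DBD–ROR gamma fusion and a UAS-Photinus luciferase reporter were exposed to compound for 1 hr, then induced with copper sulfate (700 uM final) for 20 hr at ambient temperature before luminescence reading.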
# Rab9 promoter act: qHTS Assay for Rab9 Promoter Activators | Huh7 Rab9 promoter-luciferase reporter, luminescence, 24 h | Potency, µM (highest dose often 9.22 µM), without a hit: top-dose activation, negative = inhibition, hits mostly activators | 320,000 tested, 2.8% active | AID 485297, 2010; further: potency means the concentration at half of the fitted maximal effect; % of control where 0% means no effect; nearly all actives have a fitted effect of over 60% in size
#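 Cells were plated at 1500 per well in reduced-serum medium with 10% FBS and left 2 h. Compound in DMSO was then added for 24 h at 37 °C. Reporter signal was read by luminescence after 10 min with luciferase detection reagent.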
# NPC1 prom act: qHTS Assay for NPC1 Promoter Activators. Huh7 NPC1 promoter luciferase reporter, 24 h. Potency, µM (series often up to 9.22 µM), for the others: at the top dose activation, hits mostly activators. 320,000 tested, 2.4% active. AID 485313, 2010;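 further: potency means the concentration at half of the fitted maximal effect; % of control where 0% means no effect; nearly all actives have a fitted effect of over 60% in size; reporter is driven by a mutant NPC1 promoter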
#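 NPC1 promoter–luciferase Huh7 cells; 24 h compound; luminescence.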
# FLuc modulator: qHTS profiling assay for firefly luciferase inhibitor/activator using purifed enzyme and Km concentrations of substrates (counterscreen for miR-21 project). purified FLuc, Km substrates, luminescence inhibition. Potency, µM (top dose mostly 57.5 µM), for the others: at the top dose activity change, negative = inhibition, most hits filed as inhibitors. 360,000 tested, 6.9% active;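 further: potency means the concentration at half of the fitted maximal effect; plate controls were vehicle for no effect and reference inhibitor for full effect; nearly all actives have a fitted effect of over 55% in size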
#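 Biochemical qHTS of compounds, final roughly 60 µM downward over six points, against 10 nM purified firefly luciferase using Km concentrations of substrates (10 uM D-luciferin, 10 uM ATP) in Tris acetate pH 7.5 buffer; luminescence output.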
# Mito fusion yeast: qHTS Assay for Small Molecule Inhibitors of Mitochondrial Division or Activators of Mitochondrial Fusion | S. cerevisiae fusion-defective mutant growth rescue, CellTiterGlo 48 h | Potency, µM (titrated, usually from 46.1 µM), inactives show at the highest dose growth rescue (activation), usual class: activators | 320,000 tested, 0.23% active | AID 485298, 2010;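 further: potency means the concentration at half of the fitted maximal effect; % of control where 0% means no effect; nearly all actives have a fitted effect of over 45% in size; temperature-sensitive fusion mutants such as fzo1-1 at 37 °C on non-fermentable ethanol glycerol medium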
#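 Read-out: ATP-based luminescence (CellTiterGlo, 10 min ambient) reporting growth of fusion-defective ts yeast after 48 hours at 37C on glycerol/ethanol YPEG medium in the presence of compound.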
# Gal4-VP16 FLuc: VP16 counterscreen qHTS for inhibitors of ROR gamma transcriptional activity. Drosophila S2 Gal4-VP16 UAS-luciferase, luminescence, 20 h. 310,000 tested, 3.5% active. Potency, µM (titrated, usually from 53.6 µM), for inactives: at the top dose activity, negative = inhibition, hits mostly inhibitors;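 further: Gal4-VP16 expression switched on by copper sulfate through the metallothionein promoter; potency means the concentration at half of the fitted maximal effect; on the % scale 0 is the no-effect control and ±100 the full control effect; nearly all actives have a fitted effect of over 50% in size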
# PKM2 act: qHTS Assay for Activators of Human Muscle isoform 2 Pyruvate Kinase | purified PKM2, Kinase-Glo ATP luminescence, activation; response scale: 0% is enzyme alone, no compound | AID 1631, 2009 | Potency, µM (titrated, usually from 57.5 µM), for inactives: at the top dose activation, usual class: activators | Pyruvate kinase PKM (Homo sapiens), P14618 | 260,000 tested, 0.34% active; further: potency means the concentration at half of the fitted maximal effect; on the % scale 0 is the no-effect control and ±100 the full control effect; nearly all actives have a fitted effect of over 55% in size
#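 hPK-M2, >95% pure; 0.1 mM ADP / 0.5 mM PEP final; imidazole pH7.2 buffer w/ 7 mM MgCl2, 50 mM KCl; 1 h RT; Kinase-Glo lum. Intermediate enzyme activity for dual inhibitor/activator qHTS.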
# Menin-MLL TR inh: qHTS Assay for Inhibitors Targeting the Menin-MLL Interaction in MLL Related Leukemias: Competition With Texas Red Labeled MLL-derived Mutant Peptide; AID 1768, 2009; 270,000 tested, 0.23% active; O00255; Menin + Texas Red MLL mutant peptide, fluorescence polarization; Potency, µM (titrated, usually from 61.6 µM), without a hit: at the top dose FP activity change, negative = inhibition, actives largely listed as inhibitors; active means well fitted inhibition curve with a large enough effect in the polarisation, with a control signal flat, not every such curve was filed as active; inconclusive means small, poorly fitted or top-dose-only effect, or effect the other way, or a change in a side signal; inactive means no such curve, though single readings can be large or run the other way; the % refers to the polarisation; further: potency means the concentration at half of the fitted maximal effect; % of control where 0% means no effect; many of its hits are not listed in these tables
# ELG1 DNA repair: qHTS screen for small molecules that inhibit ELG1-dependent DNA repair in human embryonic kidney (HEK293T) cells expressing luciferase-tagged ELG1; Potency, µM (series often up to 46.1 µM), for the others: at the top dose activity change, negative = inhibition, usual class: inhibitors; 330,000 tested, 2.3% active; HEK293T ELG1-luciferase reporter, luminescence, 16 h; DNA damage induced by 5-fluorouridine; further: potency means the concentration at half of the fitted maximal effect; on the % scale 0 is the no-effect control and ±100 the full control effect; nearly all actives have a fitted effect of over 55% in size
#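 DMSO vehicle served as the neutral condition. Each well held 2,000 cells given 5-fluorouridine plus compound; after 16 hr at 37 °C/5% CO2, ONE-Glo was added and luciferase measured 30 min later.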
# The depositor's hits bear a star; ? = inconclusive; nt = not tested or not shown; [ ] = remark or other dose. Unless noted, the call rests on the fitted dose curve; in most records, active means well fitted curve in the direction sought with a large enough effect; inconclusive means small, poorly fitted or top-dose-only effect, or another doubt; inactive means no such curve, though single readings can be large; an effect the other way counts as inactive or inconclusive. A portion of the library; count on the stated rates, not on these rows.
SMILES,MBNL1-CUG inh,KCNH2 3.1 block,RORg inh,Rab9 promoter act,NPC1 prom act,FLuc modulator,Mito fusion yeast,Gal4-VP16 FLuc,PKM2 act,Menin-MLL TR inh,ELG1 DNA repair
CN(C)c1cnn(-c2ccccc2)c(=O)c1Cl,4%,-1,-22%,13%,13%,?,1%,-11%,-1%,0%,?
Cc1ccc(CNC(=O)CS(=O)Cc2nc(-c3ccccc3Cl)oc2C)cc1 (stereo unspecified),-6%,5,-25%,2%,2%,-2%,4%,4%,nt,nt,5%
COc1cc2cc(CN(CCc3ccccc3C)C(=S)NCCCN3CCOCC3)c(=O)[nH]c2cc1OC,-3%,4,3%,-1%,-16%,0%,-1%,-7%,?,0%,?
COc1ccc(-n2cc(CNCCc3cscn3)c(-c3ccccc3Cl)n2)cc1,6%,-23,0%,0%,-1%,24µM*,-11%,4%,-9%,-6%,-1%
Cc1nc(SCC(=O)N2CCN(C(=O)c3cccs3)CC2)c2c(C)c(C)sc2n1,nt,4,nt,2%,-6%,4%,9%,nt,nt,nt,?
O=C(Nc1ccc2c(c1)OCCO2)C1CCN(C(=O)c2ccc(F)cc2)CC1,-4%,-10,24%,?,24%,?,-1%,15%,-1%,-5%,?
O=C(NNC(=S)Nc1ccc(Cl)cc1Cl)C1CC1,nt,9,?,12%,1%,-8%,-8%,?,2%,9%,?
Cc1ccc(NC(=O)C(c2ccc(Cl)cc2)N2CCOCC2)cc1 (stereo unspecified),-4%,-9,2%,1%,-5%,2%,0%,6%,2%,-2%,3%
CCN1CCN(CC(O)COCc2ccccc2)CC1 (stereo unspecified),0%,10,-6%,13%,-1%,-3%,1%,-6%,-2%,-2%,11%
O=C(O)C(Cc1ccccc1-c1ccccc1)C(=O)O,4%,9,1%,1%,-4%,3%,29%,-8%,-7%,24%,-6%
CCN(Cc1ccccc1)Cc1nnnn1Cc1ccccc1,-7%,-3,-10%,-4%,-5%,?,16%,-13%,0%,?,-8%
COc1ccc(N2CCN(C(=O)c3nc4nc(C)cc(C)n4n3)CC2)cc1,nt,-15,9%,2%,14%,1%,-1%,-5%,-2%,15%,-1%
N#Cc1c(N)sc2c1CCN(CCc1ccccc1)C2,36%[activator],?,-33%,2%,1%,2%,-1%,-9%,7%,2%,5%
CCc1cccc(NC(=O)CN(C)S(=O)(=O)c2cccc3nsnc23)c1,?,-7,-18%,2%,-2%,?,0%,-8%,-7%,-25%,-26%
CC(=O)N/C(=C\c1ccccc1)C(=O)Nc1ccc(O)cc1,6%,-3,18%,2%,-7%,-1%,-3%,18%,7%,28%,-3%
O=C(NC1CCCCC1)c1cc(Cl)nc2ccccc12,-5%,12,-3%,0%,-2%,2%,1%,8%,-5%,7%,20%
Cc1cc(S(=O)(=O)N2CCOCC2)ccc1OCC(=O)NCc1ccccn1,-7%,-1,1%,3%,1%,0%,-3%,10%,4%,-6%,?
CC1=C(C(=O)OC2CCCCC2)C(c2ccc(C)o2)C2=C(CC(C)(C)CC2=O)N1 (stereo unspecified),-1%,-12,1%,0%,-3%,0%,4%,11%,12%,-6%,0%
CC1Sc2ccc(S(=O)(=O)CCC(=O)N3CCN(c4ccccc4)CC3)cc2NC1=O (stereo unspecified),6%,-18,12%,3%,0%,-3%,3%,-10%,0%,-1%,-16%
CCC(O)CNc1nc(-n2nc(C)cc2C)nc2sc3c(c12)CC(C)(C)OC3 (stereo unspecified),2%,12,1.6µM*,13%,-2%,-7%,-10%,4µM*,-1%,-18%,-20%
COCCNC(=O)Cn1cnc2c1c(=O)n(C)c(=O)n2C,-3%,-11,-11%,1%,1%,-1%,-1%,-4%,-4%,2%,0%
C[C@H](NC(=O)[C@H]1N2C(=O)c3ccccc3C2SC1(C)C)C(=O)N1CCC[C@H]1C(=O)O (stereo partly specified),0%,-3,-6%,-5%,-18%,5%,1%,-10%,1%,10%,16%
CN(C)c1nc(F)c(F)c(S(=O)(=O)c2ccccc2)c1F,5%,4,6%,19%,-2%,-9%,5%,26%,nt,-16%,?
Cc1ccc(S(=O)(=O)N2CCOCC2)cc1C(=O)OCC(=O)NC1CC1,nt,1,nt,2%,-1%,6%,-1%,nt,nt,nt,4%
Cc1ccc(-n2ccc(=O)c(C(=O)O)n2)cc1,-1%,-18,-5%,0%,-1%,-1%,-2%,-12%,0%,-1%,?
SMILES,MBNL1-CUG inh,KCNH2 3.1 block,RORg inh,Rab9 promoter act,NPC1 prom act,FLuc modulator,Mito fusion yeast,Gal4-VP16 FLuc,PKM2 act,Menin-MLL TR inh,ELG1 DNA repair
Nc1nc(SCC(=O)NCc2ccco2)[nH]c(=O)c1-c1ccccc1,-1%,-5,-9%,-3%,-4%,0%,-5%,-2%,5%,1%,-2%
Cc1nc(-c2cccc(NC(=O)C(C)Oc3ccccc3)c2)cs1 (stereo unspecified),-1%,nt,35%,3%,-4%,?,13%,26%,0%,nt,0%
CCS(=O)(=O)N1CCN(Cc2ccc([N+](=O)[O-])cc2)CC1,nt,-1,7%[10 µM],-5%,-1%,0%,0%,5%,-6%,-14%,18%
CSC1=C(C#N)C(c2ccccc2C)C(C#N)=C(N)N1 (stereo unspecified),3%,0,3%,0%,-3%,4%,3%,8%,0%,-7%,-1%
N#Cc1ccsc1NC(=O)C1CCN(C(=O)c2ccc(F)cc2)CC1,nt,-9,nt,?,-1%,2%,0%,nt,nt,nt,13%
COc1ccc(C2(C(=O)NCCN3CCOCC3)CCOCC2)cc1,-9%,-1,-23%,-3%,-5%,1%,-4%,-1%,0%,32%[activator],-5%
Cc1ccc2nc(C)cc(C(=O)OCC(=O)c3ccc(Cl)c([N+](=O)[O-])c3)c2c1,29%,-24,21%,7%,-1%,0%,-5%,-11%,-3%,?,-2%
CCOC(=O)c1cnc2c(C#N)c(C)nn2c1C,-4%,4,10%,0%,1%,2%,4%,0%,-5%,5%,5%
O=C(NCc1ccc2c(c1)OCO2)c1nc(Cn2ccc([N+](=O)[O-])n2)no1,18%,9,13%,4%,-6%,-3%,-3%,2%,5%,16%,-10%
CC(C)(C)OC(=O)CNC(=O)c1[nH]cnc1C(=O)NCCCCCN,nt,7,nt,0%,-2%,0%,0%,nt,nt,nt,6%
COc1ccc(-c2ccc(CCC(=O)O)n2NC(=O)c2ccc(O)cc2)cc1,-6%,4,-27%,-1%,-8%,-3%,-2%,-5%,1%,21%,1%
CC1CCN(C(=O)C2CCCN2S(=O)(=O)c2ccc(Cl)cc2)CC1 (stereo unspecified),-2%,5,-17%,2%,3%,-2%,1%,7%,nt,nt,9%
COc1ccc(/C=C2\SC(=S)N(CCC(=O)Nc3cccc(C(=O)O)c3)C2=O)cc1OC,?,5,-20%,0%,0%,6.7µM*,2%,-2%,nt,?,0%
Cc1cccc(OCCC(=O)NCC(c2ccccc2)N(C)C)c1 (stereo unspecified),?,2,19%,-3%,0%,-1%,-5%,-6%,0%,-4%,13%
COc1ccc(N2CCN(C(=O)COC(=O)c3ccc(C)o3)CC2)cc1,nt,24,nt,0%,-2%,-1%,3%,nt,nt,nt,4%
C/C(=N\N=C(N)N)c1ccc(Cl)cc1Cl,-9%,-31,2%,0%,-1%,-1%,0%,5%,5%,-3%,-9%
Cc1cc(NC(=O)C(C)SCC(=O)OCc2c(Cl)cccc2Cl)no1 (stereo unspecified),-1%,-5,?,-1%,-4%,3%,-2%,-27%,0%,-13%,-10%
Cn1nnc(NC(=S)NC(=O)c2cc(Cl)ccc2Cl)n1,-4%,8,0.79µM*,0%,-18%,-2%,-3%,2µM*,nt,nt,17%
